From PubChem BioAssay
Lamin A splicing = LMNA splicing modulation | Potency, µM (top dose mostly 46.1 µM), for the others: top-dose ratio change, negative = inhibition, actives largely listed as inhibitors | 200,000 tested, 0.01% active | HeLa LMNA splicing GFP/RFP minigene ratio, 48 h; active = well fitted inhibition curve with a large enough effect in the signal ratio, with a control signal flat, not every such curve was filed as active; inconclusive = small, poorly fitted or top-dose-only effect, or effect the other way, or a change in a side signal; the % refers to the signal ratio; also: % is scaled to controls: 0 for no effect and ±100 for the full control effect
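S3 HeLa cells stably expressing lamin A-EGFP splicing minigene plus DsRed2, 600 cells/well, 48 h compound exposure at 37C. Laser-scanning cytometry; analysed as GFP (500-530 nm)/RFP (575-640 nm) total intensity ratio; 0.5% DMSO vehicle.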
RGS12 GoLoco inh = RGS12 GoLoco-Gai1 interaction inhibition. 230,000 tested, 0.44% active. AID 880. P63096. Gai1:RGS12 GoLoco peptide FP, rhodamine, 10 min. Potency, µM (series often up to 61.6 µM), inactives show at the top dose activity, negative = inhibition, most hits filed as inhibitors; active = well fitted inhibition curve with a large enough effect, not every such curve was filed as active; inactive = no such curve, though single readings can be large or run the other way; also: % is scaled to controls: 0 for no effect and ±100 for the full control effect; nearly all actives have a fitted effect of over 30% in size; many of its hits are not listed in these tables
Target sequence (P63096 whole entry, looked up): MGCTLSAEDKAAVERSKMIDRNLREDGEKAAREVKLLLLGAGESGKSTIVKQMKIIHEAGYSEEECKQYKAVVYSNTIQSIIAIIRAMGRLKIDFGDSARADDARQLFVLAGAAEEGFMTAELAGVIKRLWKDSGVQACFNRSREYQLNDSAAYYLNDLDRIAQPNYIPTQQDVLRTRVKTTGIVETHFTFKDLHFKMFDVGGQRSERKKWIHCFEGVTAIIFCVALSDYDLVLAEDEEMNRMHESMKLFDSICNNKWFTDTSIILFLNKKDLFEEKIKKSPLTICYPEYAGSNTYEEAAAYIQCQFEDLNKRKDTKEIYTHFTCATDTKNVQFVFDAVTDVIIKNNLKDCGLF
RECQ1 inh = inhibitors of human RECQ1 DNA helicase; P46063; RECQ1 DNA unwinding, red fluorescence kinetic read; Potency, µM (highest dose often 57.3 µM), for the others: at the highest dose activity, negative = inhibition, actives largely listed as inhibitors; 240,000 tested, 0.54% active;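 also: plate controls were vehicle for no effect and no enzyme for full effect; nearly all actives have a fitted effect of over 30% in size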
Target sequence (P46063 whole entry, looked up): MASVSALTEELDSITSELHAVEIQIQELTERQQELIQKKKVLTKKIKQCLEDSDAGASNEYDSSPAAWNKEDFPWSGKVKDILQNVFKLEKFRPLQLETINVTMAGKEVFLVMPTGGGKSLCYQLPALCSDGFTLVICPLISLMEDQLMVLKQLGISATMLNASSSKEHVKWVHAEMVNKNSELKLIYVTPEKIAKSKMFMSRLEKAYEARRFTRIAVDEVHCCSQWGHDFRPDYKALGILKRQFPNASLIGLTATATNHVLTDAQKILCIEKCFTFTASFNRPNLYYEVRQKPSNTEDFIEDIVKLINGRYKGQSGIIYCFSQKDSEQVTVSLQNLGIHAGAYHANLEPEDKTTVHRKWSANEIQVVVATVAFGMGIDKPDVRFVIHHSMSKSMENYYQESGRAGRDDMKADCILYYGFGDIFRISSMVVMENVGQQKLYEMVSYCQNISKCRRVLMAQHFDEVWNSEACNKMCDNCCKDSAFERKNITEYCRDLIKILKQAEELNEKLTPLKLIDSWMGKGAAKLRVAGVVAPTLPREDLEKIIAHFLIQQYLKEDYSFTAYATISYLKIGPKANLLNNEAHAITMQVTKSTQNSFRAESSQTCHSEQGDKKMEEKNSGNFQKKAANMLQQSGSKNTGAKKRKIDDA
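50 nM RECQ1T1 preincubated 15 min with compound in Tris pH 8.0 buffer with MgCl2, DTT, Tween-20 and 2.5 ug/ml poly(dI-dC); started with 200 nM TAMRA/BHQ-2 forked duplex and 2 mM ATP. Unwinding read as fluorescence (525/598 nm), two reads 2 h apart.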
ALDH1A1 inh = ALDH1A1 (human) enzyme inhibition | AID 1030 | Potency, µM (doses to about 75.3 µM), without a hit: at the highest dose activity, negative = inhibition, most hits filed as inhibitors | P00352 | 220,000 tested, 7.3% active | Purified ALDH1A1, NADH fluorescence, propionaldehyde substrate; active = well fitted inhibition curve with a large enough effect, not every such curve was filed as active; inconclusive = small, poorly fitted or top-dose-only effect, or another doubt; inactive = no such curve, though single readings can be large or run the other way;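 also: plate controls were no enzyme wells and a reference inhibitor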
TRb SRC2 PPI = TRbeta-SRC2 interaction inhibition; P10828; TRbeta-SRC2 peptide binding, fluorescence polarization; receptor liganded with 1 µM T3; Potency, µM (titrated, usually from 106 µM), for the others: at the highest dose activity change, negative = inhibition, actives largely listed as inhibitors; 280,000 tested, 0.065% active; AID 1469;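 also: plate controls were bound peptide for no effect and peptide without receptor for full effect; nearly all actives have a fitted effect of over 50% in size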
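Polarization signal, normalized between peptide-alone and full complex controls, measured compound effects on T3-liganded human TRb LBD (0.6 uM) binding 20 nM Texas Red SRC2 peptide after 5 hr.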
JMJD2E inh = blocks human JMJD2E demethylase activity; B2RXH2; JMJD2E catalytic domain, FDH-coupled NADH fluorescence (FDH is formaldehyde dehydrogenase); AID 2147; 230,000 tested, 1.6% active; Potency, µM (top dose mostly 57.1 µM), without a hit: at the highest dose activity change, negative = inhibition, hits mostly inhibitors; active = well fitted inhibition curve with a large enough effect, not every such curve was filed as active; inconclusive = small, poorly fitted or top-dose-only effect, or another doubt; inactive = no such curve, though single readings can be large or run the other way;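 also: 0% = wells with enzyme and -100% = buffer wells without enzyme; nearly all actives have a fitted effect of over 50% in size; many of its hits are not listed in these tables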
TR SRC2 fluor cs = alters Texas Red total fluorescence, flagging assay interference | TRb/SRC2 Texas Red total fluorescence interference | Potency, µM (series often up to 106 µM), without a hit: at the top dose fluorescence change, negative = quenching | 280,000 tested, 0.29% active; active = well fitted curve in either direction with a large enough effect; inconclusive = small, poorly fitted or top-dose-only effect; also: % is scaled to controls: 0 for no effect and ±100 for the full control effect
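Flags fluorescent or light-absorbing compounds by total fluorescence, S + 2P, at 555 nm excitation and 632 nm emission. Mixture: 20 nM Texas Red SRC2 peptide, 0.6 uM human TRb LBD, 1 uM T3, 5% DMSO; compound exposure 5 h at ambient temperature.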
SMN2 splice up = increases expression of the SMN2 splice variant. HEK293 SMN2-luciferase splicing reporter, luminescence, 30-36 h. Potency, µM (series often up to 46.1 µM), for inactives: at the highest dose activity change, positive = activation, actives largely listed as activators. 210,000 tested, 2.8% active; also: % of control where 0% means no effect; nearly all actives have a fitted effect of over 55% in size
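qHTS luciferase splicing reporter: luminescence rises when SMN2 exon 7 is included in transfected HEK293 cells. Compound exposure lasted 30-36 h at 37C, with 4.5 mM final sodium butyrate as control, followed by a ONE-Glo read.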
* hit, by the source's call; i = inactive; ? = inconclusive; nt = not tested or not shown; [ ] = remark or other dose. Unless noted, calls follow the shape of the dose curve; as a rule, active = well fitted curve in the direction sought with a large enough effect; inconclusive = small, poorly fitted or top-dose-only effect, or another doubt; inactive = no such curve, though single readings can be large; an effect the other way counts as inactive or inconclusive. Potency is read from the fitted curve at half-maximal effect. A portion of the library; the hit share may differ from the screen's.

Preview, two compounds:
SMILES	Lamin A splicing	RGS12 GoLoco inh	RECQ1 inh	ALDH1A1 inh	TRb SRC2 PPI	JMJD2E inh	TR SRC2 fluor cs	SMN2 splice up
O=C(CCSCc1ccccc1F)NCc1cccnc1	nt	5%	-26%	-11%	0%	0%	-1%	-15%
CCOC(=O)C1(CC2CCCCO2)CCN(Cc2nc3ccccc3nc2C)CC1 (stereo not given)	nt	31%[activator]	-13%	?	1%[53 µM]	-26%	-2%[53 µM]	nt

All compounds of this part (from the top)
SMILES	Lamin A splicing	RGS12 GoLoco inh	RECQ1 inh	ALDH1A1 inh	TRb SRC2 PPI	JMJD2E inh	TR SRC2 fluor cs	SMN2 splice up
O=C(CCSCc1ccccc1F)NCc1cccnc1	nt	5%	-26%	-11%	0%	0%	-1%	-15%
CCOC(=O)C1(CC2CCCCO2)CCN(Cc2nc3ccccc3nc2C)CC1 (stereo not given)	nt	31%[activator]	-13%	?	1%[53 µM]	-26%	-2%[53 µM]	nt
COC(=O)Nc1ccc(S(=O)(=O)NCc2ccccn2)cc1	8%[9.22 µM]	-3%	-20%	3%	7%	6%	0%	-12%
CC(=O)Nc1ccc(Nc2nc3ccccc3nc2NS(=O)(=O)c2ccccc2)cc1	nt	3%	-4%	nt	4%	-18%	-6%	nt
COc1ccccc1-n1c(SCC(=O)Nc2ccc(F)cc2)nc2c(c1=O)SCC2	-17%	19%	-2%	11µM*	1%	-7%	-2%	-18%
S=C1CCC(c2ccc(Cl)cc2)=NN1c1ccccc1	nt	-1%	i	nt	-4%	-3%	0%	nt
CCCOc1ccc(CCC(=O)N/N=C/c2ccco2)cc1	nt	6%	-1%	-6%	-4%	-1%	-5%	nt
C[C@H](NC(=O)c1nc[nH]c1C(=O)NC(c1ccccc1)c1ccccc1)C(=O)OCc1ccccc1	nt	-5%	i	nt	5%	4%	-2%	nt
CCc1ccc2[nH]c(=O)c(CN(Cc3ccccc3)Cc3nnnn3Cc3ccco3)cc2c1	?	-5%	32µM*	13µM*	5%	?	-3%	-19%
O=C(CC(c1ccccc1)c1ccccc1)NCc1cccnc1	?	-5%	-3%	-3%	3%	-22%	-8%	-55%[inhibitor]
COc1cccc(/C=N/NC(=O)c2[nH]nc3c2CCc2ccccc2-3)c1	nt	17%	-5%	4%	1%	-8%	-7%	nt
CC(=O)Oc1ccc(C(=O)Nc2nnc(C)s2)cc1	2%	6%	i	17%	2%	2%	-2%	26%
CCOc1cc(-c2nc(-c3ccc(C)nc3OC)no2)cc(OCC)c1OCC	7%	-7%	5%	9%	2%	-2%	-2%	-3%
NC(=O)[C@@H]1CCOc2c(I)cc([N+](=O)[O-])cc2C(=O)N[C@@H](CO)C(=O)NCC(=O)N1	-5%	0%	i	-4%	8%	-5%	-2%	8%
C/C(=N\Nc1cc(N2CCOCC2)ncn1)c1cccc([N+](=O)[O-])c1	nt	13%	-5%	11%	-1%	3%	-3%	11µM*
CCCOc1ccc(C(=O)Nc2ccc(S(=O)(=O)Nc3onc(C)c3C)cc2)cc1	nt	-6%	-11%	11%	4%	-2%	-1%	-24%
COc1ccc(C(=O)Nc2cccc(C)c2)cc1	23%	0%	i	-4%	-14%	3%	0%	11µM*
CCc1ccc2[nH]c(=O)c(CN(CCN(CC)CC)C(=S)NCc3ccco3)cc2c1	nt	40%[activator]	-17%	?	0%	?	-3%	nt
Oc1oc(-c2ccco2)nc1C=Nc1ccccc1	-4%	-6%	i	22µM*	3%	5%	-3%	nt
COCCN(CCOC)S(=O)(=O)c1ccc(C(=O)Nc2nnc(CSC)o2)cc1	nt	13%	?	-6%	-8%	?	-1%	-6%
Cc1ccc(NCCC(=O)c2cccs2)cc1	?	1%	7%	0.89µM*	-1%	-1%	-5%	23%
CC(C)C[C@@H](CC(=O)N[C@@H](CCC(=O)O)CC(=O)O)NC(=O)[C@@H]1CCCC[C@H]1NC(=O)C[C@H](CCCN)NC(=O)C[C@H](CO)NC(=O)[C@@H]1CCCC[C@H]1N	nt	-5%	-7%	-3%	-1%	-19%	-1%	4%
CCCCN(CC)Cc1ccc(CNC(=S)Nc2ccc(C)cc2Cl)o1	-3%[46 µM]	1%	i	?	5%	-7%	-1%	5%
Cc1oc(C(=O)O)cc1COc1ccc2c3c(c(=O)oc2c1C)CCC3	13%	11%	0%	?	-16%	?	2%	?
CC(C)(C)C(=O)Cn1ncc(N2CCOCC2)c(Br)c1=O	13%[46 µM]	5%	i	0%	-2%	-6%	-4%	7%
CCCC(C)C(=O)NCc1ccncc1 (stereo not given)	?	14%	-11%	-1%	0%	-5%	-2%	nt
O=C(Nc1ccc(F)cc1)c1sccc1SCc1cccc(C(F)(F)F)c1	0%	2%	-8%	?	-2%	-14%	-5%	-11%
O=c1[nH]c(CN2CCN(S(=O)(=O)c3cccs3)CC2)nc2c(Br)cc(Br)cc12	?	7%	-23%	?	-6%	-9%	-1%	-15%
COc1ccc(S(=O)(=O)N2CCCC(C(=O)O)C2)cc1Cl (stereo not given)	0%	-10%	-9%	5%	9%	-3%	0%	5%
CCOc1ccc2cc(S(=O)(=O)n3ccnc3C)ccc2c1	1%	1%	-4%	-7%	3%	?	-1%	nt
COC(=O)c1ccc(C(=O)OC)c(NC(=O)COC(=O)CC2CC3CCC2C3)c1 (stereo not given)	6%	-2%	-8%	?	0%	?	-2%	3%
CS(=O)(=O)Nc1ccccc1C(=O)NCc1ccco1	7%	11%	i	?	1%	?	1%	20%
CCCOc1cccc(/C=N/NC(=O)c2csc(C)c2C)c1	4%	0%	i	-5%	-20%	-3%	-1%	-25%
COc1ccc(-n2cnc3cc(C(=O)NCCN4CCOCC4)ccc32)cc1	nt	11%	-17%	-5%	7%	-4%	1%	-2%
Cc1nn(-c2cc(N3CCCCC3)ccc2[N+](=O)[O-])c(=O)c2ccccc12	-6%	3%	0%	-10%	-4%	-1%	2%	-15%
Cn1c(CN2CCOCC2)nnc1SCC(=O)NCCc1ccccc1	3%	-11%	-2%	2%	3%	-3%	-6%	1%
COc1ccc(OC)c(NC(=O)C2C3C=CC(C3)C2C(=O)NCc2ccccn2)c1 (stereo not given)	-9%	7%	-3%	9%	-1%	0%	0%	13%
COc1cc(CC(=O)OCC(=O)Nc2sccc2C(N)=O)cc(OC)c1OC	?	18%	-6%	?	1%	-9%	-2%	-37%[inhibitor]
CC(C)(C)NC(=O)NC(=O)COC(=O)COc1ccc2c(c1)CCC2	5%	-12%	-11%	17%	1%	1%	1%	-3%
Cc1cccc(/C=N/n2c(-c3ccncc3)n[nH]c2=S)c1	?	18%	-8%	-13%	1%	?	0%	-10%
CC(=O)Nc1cccc(NC(=O)C2CC(=O)N(c3ccc(C)cc3)C2)c1 (stereo not given)	-8%	-1%	0%	6%	-12%	11%	0%	1%
Cc1nc(NC(=O)c2cccc(Cl)c2)sc1C(=O)N1CCCCC1	11%[46 µM]	6%	10%	?	-2%	?	2%	nt
O=C(NCc1ccco1)c1ccc(S(=O)(=O)N2CCOCC2)cc1	15%	16%	?	16µM*	-4%	-8%	-14%	-7%
CC(=O)/C(=N/Nc1cccc(C)c1)N1CCOCC1	?	5%	-3%	?	-2%	-7%	-1%	?
COc1cc(OC)cc(C(=O)N2CCN(Cc3cccc(F)c3)CC2)c1	-2%	11%	0%	?	3%	?	2%	-2%
Cc1c(C(=O)O)cccc1N1C(=O)Nc2ccccc2N1O	-12%	4%	-4%	-9%	-4%	?	0%	6%[1.84 µM]
CC(=O)Nc1ccc(Nc2nc3c(S(=O)(=O)c4ccc(C)c(C)c4)nnn3c3ccccc23)cc1	0%[46 µM]	12%	i	139%[activator]	1%	nt	1%	-1%
O=C(Nc1ccc2cn[nH]c2c1)c1c(Cl)cccc1Cl	-11%	-8%	-5%	-2%	-1%	-4%	-1%	-2%
COc1ccc(C(=O)/C=C(\C)Nc2ccc3c(c2)OCO3)cc1	-5%	32%[activator]	-3%	?	-5%	2%	-4%	?
COC(=O)c1ccc(NC(=O)Cn2cnc3c(nnn3-c3cccc(OC)c3)c2=O)cc1	nt	-4%	-6%	?	7%	-6%	-2%	nt
CCN(CC)S(=O)(=O)c1cccc(C(=O)N2CC(O)CC2C(=O)O)c1 (stereo not given)	1%	4%	-16%	12%	-1%	-1%	-6%	10%
O=C1COc2ccc(C(=O)NC3CC3)cc2N1	14%[46 µM]	5%	0%	-4%	6%	5%	-3%	-6%
COc1cccc2cc(C(=O)NCc3ccco3)c(=O)oc12	15%	0%	-1%	?	-12%	-6%	-1%	-22%
COc1ccc(NC(=O)C2CCCN(C(=O)NC3CCCCC3)C2)cc1OC (stereo not given)	-1%	2%	-1%	-2%	-23%	-25%	-3%	-5%
CCCCn1nnnc1SCC(=O)NNC(=O)C1CCCCC1	1%	7%	i	-5%	2%	-3%	0%	-18%
CN1CCCC(OC(=O)c2cc(Cl)ccc2Cl)C1 (stereo not given)	8%	0%	0%	-11%	-2%	-4%	3%	-14%
COc1ccc(C(=O)NCC(=O)N/N=C/c2ccc([N+](=O)[O-])s2)cc1OC	nt	11%	0%	-1%	-7%	-3%	-1%	-47%[inhibitor]
C#CCOc1ccc(/C=N/O)cc1Cl	?	4%	-2%	3%	-1%	5%	1%	-1%
Cc1cc(-c2nc(C)c(C(=O)NN)s2)no1	nt	7%	-7%	10µM*	5%	52%[activator]	2%	nt
CN(CC(=O)Nc1cccc(F)c1)CC(=O)Nc1ccccc1[N+](=O)[O-]	?	6%	-10%	?	7%	-30%	0%	-51%[inhibitor]
Cc1ccc2cccc(S(=O)(=O)NC3CCS(=O)(=O)C3)c2n1 (stereo not given)	-8%	8%	i	0%	-20%	6%	0%	13%
